# Tb hexokinase: T. brucei hexokinase 1 inhibition; inhibition, % at 10 µM; hit rate 0.11% among 220,000; AID 1430; recombinant TbHK1, G6PDH-coupled NADH A340;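 active = inhibition of 50% or more in the single-dose primary screen; inactive = inhibition below 50%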
# TRPML3 ag: activates the human TRPML3 channel; Q8TDD5; HEK293 TRPML3-YFP, Fluo-8 calcium fluorescence; 100% = the carbachol control signal; activation, % at 3 µM; hit rate 0.29% among 220,000; AID 1448;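 active = activation above its plate's cutoff, the mean activation of the plate's test wells plus 3 SD, cut at about 12% in these data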;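 also: 0% = DMSO only wells and 100% = carbachol wells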
#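 system = HEK293 cells stably carrying human TRPML3-YFP | doses = one concentration, 3 µM nominal, 0.3% DMSO | timing = dye loading 1 h 37 °C then 30 min ambient, 125 s read | detection = Fluo-8 calcium dye fluorescence, ex 470-495, em 515-575 nm | benchmarks = high control carbachol 87 µM, low control DMSO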
# EBV gp42 block: inhibitors of Epstein-Barr virus glycoprotein 42 | Q1HVG2 | Fluorescence polarization binding assay, mP read-out | inhibition, % (tested at 21.74 µM) | hit rate 0.42% among 220,000; in the data active = inhibition above about 50%
# Furin inhibitor: human furin inhibition | hit rate 0.061% among 220,000 | purified furin, fluorogenic substrate cleavage | inhibition, % at 30 µM | P09958; in the data active = inhibition above about 25%; also: inactives centre near -15
# thrombin 1536: thrombin (human) inhibition | inhibition, % at 5 µM | hit rate 0.26% among 220,000 | alpha-thrombin, Boc-VPR-AMC fluorogenic substrate cleavage | P00734;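 active = inhibition at or above 40%; inactive = inhibition below 40%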;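 also: 0% = enzyme with no compound and 100% = wells without enzyme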
#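 Assay system: human alpha-thrombin enzyme. Reagent: Boc-VPR-AMC substrate, 15 µM final. Compound dosing: one concentration per compound, 5 µM, with 0.2% DMSO. Incubation: room-temperature reaction. Technique: AMC fluorescence, 355/460 nm. Measure: % inhibition relative to enzyme controls and enzyme-free blanks.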
# Calpain2 inh: inhibitors of pig calpain II; purified calpain II, fluorogenic peptide substrate, 30 min; inhibition, % at 16 µM; hit rate 0.37% among 220,000; AID 1236;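 active = inhibition above about 50%, limit read from the data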
# KCC2 mod: KCC2 (human) Cl- transport modulation; B-score of Tl+ flux slope (higher = more flux/activation; lower = inhibition) at 10 µM; AID 1456; hit rate 2.2% among 190,000; KCC2 cells, thallium flux FluoZin-2 fluorescence;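 active = thallium flux slope and its plate-corrected score both differing from the plate sample mean at a set confidence after two filtering rounds, in either direction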;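 also: slope of fluorescence scaled to starting intensity during 10 to 20 s after thallium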
# Target sequence (Q9H2X9 whole entry, looked up): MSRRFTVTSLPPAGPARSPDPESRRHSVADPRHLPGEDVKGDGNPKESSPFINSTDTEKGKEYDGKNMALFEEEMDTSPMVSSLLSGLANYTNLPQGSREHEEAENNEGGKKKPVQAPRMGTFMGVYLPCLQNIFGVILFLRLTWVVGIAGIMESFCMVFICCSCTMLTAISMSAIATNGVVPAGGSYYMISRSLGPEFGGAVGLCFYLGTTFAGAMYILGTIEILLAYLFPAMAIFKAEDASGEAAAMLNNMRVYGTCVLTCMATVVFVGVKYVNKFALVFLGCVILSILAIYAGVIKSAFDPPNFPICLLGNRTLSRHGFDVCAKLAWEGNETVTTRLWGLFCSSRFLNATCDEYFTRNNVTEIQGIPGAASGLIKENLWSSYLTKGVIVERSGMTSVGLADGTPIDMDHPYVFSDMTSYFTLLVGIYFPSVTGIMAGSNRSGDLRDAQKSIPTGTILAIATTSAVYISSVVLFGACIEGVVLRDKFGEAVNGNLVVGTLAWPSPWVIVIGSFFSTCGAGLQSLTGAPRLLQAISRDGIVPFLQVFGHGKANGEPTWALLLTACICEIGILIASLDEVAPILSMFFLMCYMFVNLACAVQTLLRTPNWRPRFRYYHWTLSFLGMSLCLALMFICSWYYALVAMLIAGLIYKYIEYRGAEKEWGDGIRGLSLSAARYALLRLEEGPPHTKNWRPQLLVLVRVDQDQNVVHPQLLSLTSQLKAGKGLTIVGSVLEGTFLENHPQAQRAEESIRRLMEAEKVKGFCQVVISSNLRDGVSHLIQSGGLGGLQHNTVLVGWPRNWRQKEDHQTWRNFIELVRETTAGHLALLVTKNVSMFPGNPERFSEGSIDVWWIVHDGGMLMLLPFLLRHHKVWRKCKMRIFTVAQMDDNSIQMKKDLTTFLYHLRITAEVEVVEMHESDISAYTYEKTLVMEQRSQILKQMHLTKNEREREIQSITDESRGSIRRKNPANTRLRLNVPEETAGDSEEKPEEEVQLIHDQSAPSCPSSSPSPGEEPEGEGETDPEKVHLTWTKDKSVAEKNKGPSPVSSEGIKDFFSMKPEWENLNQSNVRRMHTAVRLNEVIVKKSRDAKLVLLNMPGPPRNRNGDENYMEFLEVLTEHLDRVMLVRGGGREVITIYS
# PPC-1+TRAIL kill: kills PPC-1 cancer cells in the presence of TRAIL; cell killing (% activity), % at 4 µM; PPC-1 cells + TRAIL, ATPLite viability luminescence; hit rate 0.41% among 220,000;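 active = cell killing above 50% in the first pass at 4 µM, then a duplicate retest at 5 µM averaging 50% or more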;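 also: plate controls were cells with TRAIL plus DMSO for no effect and medium-only wells lacking cells for full effect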
# TRPN1 ag: agonists of zebrafish TRPN1 channel | activation, % at 3 µM | hit rate 0.18% among 220,000 | HEK293 zebrafish TRPN1-YFP, Fluo-8 calcium fluorescence; 100% = response to 87 µM carbachol;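 active = activation above its plate's cutoff, the mean activation of test wells on that plate plus 3 SD, cut at about 19% in these data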;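 also: 0% = DMSO alone and 100% = 87 µM carbachol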
#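 Control set: carbachol 87 µM as high control, DMSO as low control; system: HEK293 stable line with zebrafish TRPN1-YFP; read-out: % activation versus carbachol response; detection: intracellular calcium fluorescence with Fluo-8; doses: single test compound dose, 3 µM nominal, 0.3% DMSO; schedule: dye 1 h 37 °C plus 30 min RT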
# * marks the source's active call; other numbers are inactive results; i = inactive; x = not tested or not shown; [ ] = remark or other dose. The list is partial; rates above refer to the full screens.
# A first look:
SMILES,Tb hexokinase,TRPML3 ag,EBV gp42 block,Furin inhibitor,thrombin 1536,Calpain2 inh,KCC2 mod,PPC-1+TRAIL kill,TRPN1 ag
COC(=O)c1ccc(N=C(c2ccccc2)c2c(O)n(C)c(=O)n(C)c2=O)cc1,-9,0.3,-6,-3,-10,-6,0.59,-11,-0.8
COCCCn1c(N)c(C(=O)NCCC(C)C)c2nc3ccccc3nc21,-12,0.2,-2,-13,-7,i,0.12,5,-0.7
COc1ccc(NC(=O)N2CCC3(CC2)OCCO3)cc1,-2,0.7,6,-1,-8,-2,0.016,13,0.1
CN(C)C(=O)On1c(-c2ccccc2)nc2ccc(Cl)cc21,-1,0.1,-6,-20[20 µM],-10,1,-0.67,14,-0.9
CCCCn1c(N)c(C(=O)NCc2cccs2)c2nc3ccccc3nc21,2,-0.2,-15,-3[20 µM],-6,-234,x,24,1.5

# All compounds of this part, from the first entry:
SMILES,Tb hexokinase,TRPML3 ag,EBV gp42 block,Furin inhibitor,thrombin 1536,Calpain2 inh,KCC2 mod,PPC-1+TRAIL kill,TRPN1 ag
COC(=O)c1ccc(N=C(c2ccccc2)c2c(O)n(C)c(=O)n(C)c2=O)cc1,-9,0.3,-6,-3,-10,-6,0.59,-11,-0.8
COCCCn1c(N)c(C(=O)NCCC(C)C)c2nc3ccccc3nc21,-12,0.2,-2,-13,-7,i,0.12,5,-0.7
COc1ccc(NC(=O)N2CCC3(CC2)OCCO3)cc1,-2,0.7,6,-1,-8,-2,0.016,13,0.1
CN(C)C(=O)On1c(-c2ccccc2)nc2ccc(Cl)cc21,-1,0.1,-6,-20[20 µM],-10,1,-0.67,14,-0.9
CCCCn1c(N)c(C(=O)NCc2cccs2)c2nc3ccccc3nc21,2,-0.2,-15,-3[20 µM],-6,-234,x,24,1.5
CN1CCN(c2ccc([N+](=O)[O-])c(NCC3CCCO3)c2)CC1 (stereo not given),-23,0.3,-14,-3,-11,7,0.0005,14,1.5
CCn1c(=N)n(Cc2ccccc2F)c2ccccc21,2,0.6,-4,-16,-9,3,0.018,34,-1.7
COc1ccc(Nc2ncc(C(=O)N3CCC4(CC3)OCCO4)c3ccccc23)cc1,-26,1.1,-3,-8,-5,30,-0.016,16,2.7
CN(C)c1ccc(/C=C/[N+](=O)[O-])cc1,4,6.5,-70,-6,-3,-5,-2.1,9,11
O=C1NC(=O)N(c2ccccc2)C(=O)/C1=C\c1ccc([N+](=O)[O-])s1,-10,1.5,9,-17,-2,-9,1.2,15,0.6
CSc1ccc(CN2CCN(C(=O)COc3ccc(C)cc3)CC2)cc1,0,3.6,-10,-29,-9,-8,-0.82,-3,5.1
CC1CCN(C(=O)c2ccc(N3CC4CC(C3)c3cccc(=O)n3C4)c([N+](=O)[O-])c2)CC1 (stereo not given),34,0.3,-4,-9,-1,1,-0.25,21,-1.5
O=C(COC(=O)c1cccc(O)c1)Nc1ccc(Cl)cc1C(=O)c1ccccc1,-2,-0.1,7,-13,-14,53*,-1.6,-6,-1.6
CC(NC1=NCCS1)c1ccccc1 (stereo not given),-4,0.2,1,-19,-6,-20,-0.012,19,0.0
O=P(NC(c1ccccc1)c1ccccc1)(Oc1ccccc1)Oc1ccccc1,-6,0.3,7,-18,-4,-3,-0.017,24,-1.7
COC(=O)C(O)(c1ccc(N(C)C)cc1)C(F)(F)F (stereo not given),7,0.8,-6,-35,x,-21,0.062,11,-0.1
CCC(=NCc1ccc2c(c1)OCO2)c1c(O)n(C)c(=O)n(C)c1=O,2,0.1,1,-13,0,-57,x,6,0.4
c1cc2c(cc1[C@H]1OC[C@H]3[C@@H]1CO[C@@H]3c1ccc3c(c1)OCO3)OCO2,8,x,8,-17,-1,21,0.71,14,x
CCC(=NCCN1CCOCC1)c1c(O)n(C2CCCCC2)c(=O)[nH]c1=O,-14,-0.3,-21,-18,-3,-1,-0.32,-3,-1.4
CCCCn1c(O)c(C=NC2CC3CCC2(C)C3(C)C)c(=O)[nH]c1=O (stereo not given),0,-0.5,-13,-14,-2,-13,x,-5,-0.6
CCN1CCN(C(=O)COc2ccc3c(c2)C(=O)CC2(CCN(C(C)=O)CC2)O3)CC1,-12,1.0,-3,-19[20 µM],-7,i,0.38,30,1.2
Cc1cc(C)c(NC2=NCCCS2)c(C)c1,-5,0.4,-8,-22[20 µM],-1,-16,-0.022,17,1.5
Cc1cc([P+](=O)O)c(C)n1-c1ccc(Br)cc1,18,1.5,-12,-28,3,-24,1.2,0,0.3
O=C1NC(=O)N(c2ccc3c(c2)OCO3)C(=O)/C1=C/c1ccsc1,-4,-0.1,-12,-18,-4,-37,-1.2,4,0.5
COC(=O)c1ccc(-n2c(C)nc3ccccc3c2=O)cc1,-4,0.9,5,-22[20 µM],-1,15,1.2,-5,0.8
COP(=O)(NC(=O)C(Cl)(Cl)Cl)OC,-6,1.0,-23,-19,-6,10,4.6e-05,16,-4.5
COC(=O)C(O)(c1ccc(N(C)S(=O)(=O)c2ccccc2)cc1)C(F)(F)F (stereo not given),5,1.1,1,-4,-5,4,-0.71,-11,3.8
CN1CCN(c2c(C#N)c(C(F)(F)F)nn2C)CC1,-5,0.2,-5,-17,-6,-9,1.2,18,1.6
NC(=O)CN1C2CCC1CC(NC(=O)C1CC1)C2 (stereo not given),-2,-0.1,-8,-9,3,-10,x,13,-0.8
Cc1nnc2ccc(N3CCN(C)CC3)nn12,-4,0.4,-12,-16,-7,11,x,15,1.2
Cc1cc(C)nc(NS(=O)(=O)c2ccc(N=Cc3c(O)n(C)c(=O)n(C)c3=O)cc2)n1,-17,0.9,-4,-2,4,-7,0.34,24,1.3
CNCCc1ccc(OC)c(OC)c1,-8,x,-16,-32,5,-5,0.2,-13,x
CC(=O)N1N=C(c2cccnc2)OC1c1ccccc1Cl (stereo not given),1,0.3,-16,-22,-11,-18,-0.34,-2,1.1
COc1cc2c(cc1OC)C(c1c(O)n(CCc3ccccc3)c(=S)[nH]c1=O)NCC2 (stereo not given),-8,0.5,-16,-34,2,-177,0.5,10,1.2
CCN(CC)c1ccc(/C=N/c2sc3c(c2C#N)C2CCN3CC2)c(O)c1,-15,2.4,46,-5,-11,-1,0,8,4.1
O=c1[nH]c(=S)[nH]c(O)c1N=Nc1ccc(OC(F)F)cc1,1,0.8,-29,-14,-1,43,42*,26,0.2
CC(C)CC1C(C#N)=C(N)Oc2c1c(=O)oc1ccccc21 (stereo not given),2,1.0,6,-8,-10,-12,0.61,-5,1.5
CCCCCCn1c(O)c(C=Nc2ccccc2N2CCOCC2)c(=O)[nH]c1=S,-4,0.9,-53,-13,-4,-22,2.9,4,1.6
Cc1cc(/C=C2\C(=O)NC(=O)N(Cc3ccccc3)C2=O)c(C)n1C1CC1,-8,0.3,27,-8,-13,-25,0.85,30,-1.1
COc1cccc(O)c1CN1CCCC(C(=O)c2ccccc2SC)C1 (stereo not given),8,0.7,-9,-24,-3,-11,-0.091,27,-0.5
Cn1cc(CCC(=O)N2CCC3(CC2)OCCO3)c2ccccc21,-7,0.6,-12,-25,-1,-7,x,0,-0.3
NCCCP(=O)(O)CCc1ccccc1,4,-0.4,-2,-22,-5,-34,-0.24,19,1.1
CCOC(=O)c1nc2ccccc2c(=O)n1-c1cccc(C)c1,3,0.3,-9,-18[20 µM],0,18,1.4,9,-0.5
COc1ccc(CCNCc2ccncc2)cc1OC,-8,1.0,-11,-14[20 µM],3,-26,-1.6,13,0.2
OCc1cnc[nH]1,-5,0.9,-3,-17,-2,-17,1.2,8,0.0
Clc1cccc(C2NCc3ccccc3-n3cccc32)c1 (stereo not given),0,-0.2,20,-11,-4,38,-1.3,31,-0.4
C/C(=N\N1CCN(C)CC1)c1c(O)n(Cc2ccccc2)c(=O)[nH]c1=O,-9,0.1,-1,-19,-9,5,1.4,17,1.2
CC(C)n1c(O)c(C=NCc2cccnc2)c(=O)[nH]c1=S,-92,0.7,-3,-1,-4,-1,-0.79,16,1.6
Oc1ccc(Br)cc1CN1CCN(c2ccccc2)CC1,3,-0.2,-5,-10,0,-5,-0.86,4,-1.4
CCOC(=O)c1c(-c2ccccc2)oc2ccc(OC(=O)N(C)C)cc12,-4,-0.8,-23,-11,4,-465,x,-25,0.5
Cc1nc(CCl)cc(=O)[nH]1,5,0.4,-2,-22,-3,15,0.31,2,-0.1
COc1ccc(-n2c(-c3ccc(C)cc3)nc3ccccc3c2=O)cc1,-8,0.2,-7,-22,7,11,-1.7,25,0.0
CCN(CC)C(=O)c1ccc(NC(=O)CCCSc2ccccc2)cc1,0,0.5,-5,-19,-14,25,-0.0075,3,0.9
Cc1c(C(c2ccc(F)cc2)c2c(O)c3ccccc3oc2=O)c(=O)n(-c2ccccc2)n1C (stereo not given),-1,-0.3,1,-33,-4,-24,0.65,8,-1.1
CNC(=S)N1CC2CC(C1)c1cccc(=O)n1C2 (stereo not given),1,1.2,-2,-21,-1,-2,0.37,10,2.7
CCOc1ccc(-c2cc(C)[n+](CCO)c(-c3ccc(OCC)cc3)c2)cc1,-51,0.7,-1,-14,1,i,0.32,7,1.1
CCCCCCNC(=O)N[C@@H](Cc1ccc(O)cc1)C(=O)NCCC[C@H]1CN2C(=NC[C@H]2C)N1CC1CCC1,12,x,-22,-32,-2,-9,0.54,18,x
COC(=O)C(O)(c1ccc(NC(=S)NC(=O)c2ccc(Cl)cc2Cl)cc1)C(F)(F)F (stereo not given),0,3.8,8,-15,-5,31,1.5,5,7.4
O=C1CCN(C(=O)CCCn2c(=O)oc3ccccc32)CC1,-4,1.4,-2,-22,-4,-21,0.83,-15,-0.1
Cc1ccc(-n2nc(C)c(C3C(C#N)=C(N)Oc4c3c(=O)oc3ccccc43)c2Cl)cc1 (stereo not given),-4,0.4,-6,-2[20 µM],-2,-18,x,5,-0.1

# (continued)
SMILES,Tb hexokinase,TRPML3 ag,EBV gp42 block,Furin inhibitor,thrombin 1536,Calpain2 inh,KCC2 mod,PPC-1+TRAIL kill,TRPN1 ag
CC(N)Cc1ccccc1Sc1ccc(O)cc1 (stereo not given),11,-0.2,-5,-2[20 µM],4,-21,-0.19,19,1.7
CCC1(C(=O)c2ccccc2)C2c3ccccc3OC(=O)C21C(C)=O (stereo not given),-13,-0.9,9,-10,-4,-3,0.59,-5,-2.0
Nc1ccc(S(=O)(=O)N2CCCCC2c2cccnc2)cc1 (stereo not given),0,0.2,-9,-9,-3,9,x,18,-0.4
Cc1ccc(N2C(=O)NC(=O)/C(=C\C=C\c3ccco3)C2=O)cc1C,33,1.9,-146,16,-3,-17,0.35,18,3.4
Cc1ccsc1C(=O)C1CCCN(Cc2cnc(N)nc2)C1 (stereo not given),-9,-0.1,-5,-11,6,1,1.3,34,0.4
Cc1nn(Cc2ccccc2Cl)c(Cl)c1C(=O)O,2,0.4,-17,-12,-1,-5,0.99,8,-0.3
O=C(c1cc(F)ccc1F)C1CCCN(CCCc2ccccc2)C1 (stereo not given),0,0.8,-5,-20,-5,5,x,4,0.0
Cc1cc(C)cc(NC2=NCCCS2)c1,2,0.8,-3,-19,-6,1,0.44,-18,-0.3
CCCN1CCC2(CC1)NC(CO)(CO)CO2,6,-0.2,-6,-5[20 µM],-3,12,0.37,19,0.3

# Screening results deposited in PubChem BioAssay by several laboratories.
